# Compound activity: PubChem BioAssay, several laboratories
# Rac1 mut GTP: modulators of GTP binding to human Rac1 activated mutant | 190,000 compounds, 0.11% hits | GST-Rac1 activated beads, fluorescent GTP binding, flow cytometry; actives lie on both sides; 100% means binding = to untreated wells | percent activity (GTP binding), % at 10 µM;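 active = GTP binding at least 20 percentage points away from the 100% baseline, in either direction, so actives lie on both sides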
# Rab2A wt mod: changes GTP binding to wildtype dog Rab2A, up or down | GST-Rab2 wt beads, Bodipy-GTP binding, flow cytometry | GTP binding activity, % at 10 µM | 190,000 compounds, 0.19% hits;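 active = GTP binding activity at least 20 points away from 100%, either lowered or raised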;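 also: 0% = beads with excess unlabeled GTP and 100% = no-compound control corrected for plate trend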
# GSH bead fluor: GSH bead compound fluorescence profile; 190,000 compounds, 0.25% hits; GSH beads flow cytometry, compound fluorescence 488/530 nm; stronger effect = higher value; AID 1776; fluorescence (KMESF) at 10 µM; in the data active = fluorescence above about 89;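 also: glutathione beads carrying GST-tagged Bcl family fusion proteins plus one bare bead set; values are compound well signal with DMSO vehicle wells as background; inactives centre near 16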
# Cdc42 wt: human Cdc42 wildtype GTP binding change, either direction. P60953. 190,000 compounds, 0.2% hits. percent activity (GTP binding), % at 10 µM. GST-Cdc42 beads, Bodipy-GTP binding, flow cytometry; actives lie on both sides. AID 761;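 active = percent activity GTP binding at least 20 points away from the 100% baseline, either down as inhibitor or up as activator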;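 also: median bead fluorescence of bound Bodipy-FL-GTP at 100 nM; 0% = excess unlabeled GTP control and 100% = no compound control; below 100% means less GTP binding so inhibitor and above means activator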
# Target sequence (P60953 whole entry, looked up): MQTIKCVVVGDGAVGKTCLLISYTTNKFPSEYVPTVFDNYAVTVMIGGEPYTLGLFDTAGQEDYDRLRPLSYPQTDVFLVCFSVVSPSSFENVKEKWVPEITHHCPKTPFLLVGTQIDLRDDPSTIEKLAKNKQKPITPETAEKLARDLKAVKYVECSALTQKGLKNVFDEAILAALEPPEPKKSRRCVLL
# Mcl1 Bid PPI: disrupts binding of human Mcl-1 to Bid peptide; TR-FRET Mcl-1/Bid-Dy647 peptide binding, 1536-well; inhibition, % at 21.7 µM; 220,000 compounds, 0.97% hits; AID 1021;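 active = compounds that cut the binding signal by more than half at the single screening dose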;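 also: His-tagged Mcl-1 with europium anti-His antibody binding Bid BH3 peptide; 0% = Mcl-1 plus peptide wells and 100% = peptide-only wells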
# Target sequence (Q07820 whole entry, looked up): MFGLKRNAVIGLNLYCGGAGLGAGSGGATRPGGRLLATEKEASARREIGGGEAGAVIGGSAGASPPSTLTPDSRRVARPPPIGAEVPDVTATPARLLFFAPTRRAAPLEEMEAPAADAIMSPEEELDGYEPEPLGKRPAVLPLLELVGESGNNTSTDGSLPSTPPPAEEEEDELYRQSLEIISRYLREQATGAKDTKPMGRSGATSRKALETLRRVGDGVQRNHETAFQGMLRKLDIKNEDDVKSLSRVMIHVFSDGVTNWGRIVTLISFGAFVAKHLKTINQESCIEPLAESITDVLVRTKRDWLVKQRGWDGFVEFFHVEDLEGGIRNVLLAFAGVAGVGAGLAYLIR
# HRas wt GTP: human HRas wildtype GTP binding, change in either direction; 190,000 compounds, 0.14% hits; GST-Ras wt beads, Bodipy-FL-GTP binding, flow cytometry; actives lie on both sides; GTP binding activity, % at 10 µM; P01112;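 active = GTP binding activity at least 20% away from the 100% baseline, either lowered as inhibitor or raised as activator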;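 also: 0% = unlabeled GTP competition control and 100% = no-compound control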
# Target sequence (P01112 whole entry, looked up): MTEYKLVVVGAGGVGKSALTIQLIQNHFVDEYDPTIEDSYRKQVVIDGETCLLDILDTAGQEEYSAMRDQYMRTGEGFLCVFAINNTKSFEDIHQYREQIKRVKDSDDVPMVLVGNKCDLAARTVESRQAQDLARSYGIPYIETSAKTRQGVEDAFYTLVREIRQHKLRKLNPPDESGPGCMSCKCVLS
# Rac1 wt modul: modulators of human Rac1 wildtype GTP binding; P63000; GST-Rac1 beads, fluorescent GTP binding, flow cytometry; actives lie on both sides; 0 = cold GTP competed, 100 = untreated; GTP binding activity (% of control), % at 10 µM; 190,000 compounds, 0.27% hits;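 active = GTP binding activity at least 20 points away from the 100% control level, either lower or higher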
# Mcl1 Noxa PPI: Mcl-1/Noxa interaction inhibition; Q07820; TR-FRET Mcl-1/Noxa peptide binding, 2 h; inhibition, % at 21.7 µM; 220,000 compounds, 1.5% hits; AID 1022;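 active = compounds that cut the protein-peptide binding signal by more than 50% relative to plate controls in a single-dose test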;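 also: His-tagged Mcl-1 with rhodamine Noxa BH3 peptide and terbium anti-His antibody; 0% = Mcl-1 plus Noxa peptide wells and 100% = peptide-only wells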
# Pf gamet viab: inhibitors of late stage P. falciparum gametocyte viability. P. falciparum stage V gametocytes, ATP luminescence, 24 h. inhibition, % at 10.9 µM. 150,000 compounds, 0.065% hits. AID 743093;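 active = inhibition above the mean plus 3 SD of compounds within the control limits, set per campaign, cut at about 38% in these data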;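 also: 0% = DMSO wells and 100% = medium only without gametocytes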
# Rab7 wt modul: alters GTP binding to wildtype dog Rab7 | GST-Rab7 beads, fluorescent GTP binding, flow cytometry; actives lie on both sides; untreated = 100%, excess cold GTP = 0% | GTP binding activity (percent of control), % at 10 µM | 190,000 compounds, 0.055% hits | AID 758;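 active = fluorescent GTP binding to Rab7 beads changed by at least 20 points from the 100% baseline, either direction, mostly lower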;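 also: median green fluorescence of bound Bodipy-FL-GTP per Rab7 bead population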
# Avidin fluor: compound fluoresces at 488/530 nm on avidin beads | compound fluorescence 488/530 nm, flow cytometry; stronger effect = higher value | fluorescence (KMESF) at 10 µM | 220,000 compounds, 0.38% hits | AID 1775; in the data active = fluorescence above about 47; also: inactives centre near 10
# Active calls of the source: *; · = no result given.
cpd	compound	Rac1 mut GTP	Mcl1 Bid PPI	Rab2A wt mod	GSH bead fluor	Avidin fluor	Mcl1 Noxa PPI	Rac1 wt modul	Pf gamet viab	Cdc42 wt	HRas wt GTP	Rab7 wt modul
1	O=C(Nc1ccc2c(c1)nc1n2CCSC1)c1ccccc1	97	-6	95	7	10	15	99	-1	99	99	95
2	COc1ccc(C2CC(c3ccccc3)=NN2c2ccc(Cl)c(C(=O)O)c2)cc1 (centres undefined)	85	14	89	9	1	21	90	-15	88	92	89
3	c1ccc2c(c1)nc1sccn12	100	-7	102	10	25	20	108	-60	107	105	100
4	COc1ccc(-n2c(-c3ccc(Br)cc3)c[n+]3c2CCc2ccccc2-3)cc1	100	6	98	19	6	-1	106	·	105	104	100
5	O=C1CC(c2ccccc2)n2nc(NC(=O)C3CCCO3)nc2N1 (centres undefined)	98	-20	98	15	5	4	100	·	100	100	99
6	Cc1ccc(S(=O)(=O)CCC(=O)OC(C)C(=O)c2c(C)[nH]c3ccccc23)cc1 (centres undefined)	100	7	99	10	5	13	107	-2	103	100	100
7	COc1ccc(S(=O)(=O)N2CCOCC2)cc1NC(=O)CSc1n[nH]c(=O)n1C1CC1	99	-9	95	9	14	-3	107	4	104	99	99
8	O=C(N/N=C/c1ccc(Cl)c([N+](=O)[O-])c1)c1cc(-c2ccccc2)nc2ccccc12	94	-23	98	12	8	-1	99	·	94	99	108
9	C=C(C)c1cccc(C(C)(C)NC(=O)N2CCCC(C(N)=O)C2)c1 (centres undefined)	98	-1	104	35	14	5	104	9	100	103	106
10	COc1ccc(N2CCN(C(=O)CSc3nc4[nH]ncc4c(=O)n3-c3ccc(Br)cc3)CC2)cc1	97	-45	99	11	10	17	100	·	99	99	104
11	COc1ccc(-n2nnnc2SCC(=O)Nc2ccccc2)cc1	101	-4	101	30	10	9	105	·	103	102	102
12	CNC(=S)SCCOc1ccccc1C	97	-9	98	11	11	17	101	-10	102	98	103
13	CCn1c(SC)nc(O)c(C(c2ccc(OC)c(O)c2)c2c(O)nc(SC)n(CC)c2=O)c1=O	93	-52	93	28	4	31	101	·	97	96	95
14	CC(C)(C)NC(=O)CN(Cc1cccs1)C(=O)CCC(=O)Nc1nccs1	94	-8	97	21	9	·	94	-28	97	98	94
15	O=C(CCSc1nc(-c2ccco2)cc(C(F)(F)F)n1)N1CCN(c2ccccn2)CC1	98	-24	98	28	14	6	103	·	99	99	99
16	CNC(=O)COC(=O)/C=C/c1nc2ccccc2s1	97	-10	99	19	4	-4	96	24	94	96	109
17	CC(NC(=O)NC(N)=O)(C(F)(F)F)C(F)(F)F	102	-9	107	15	9	6	107	0	105	105	104
18	Cc1scc(C(=O)NNC(=S)NCC2CCCO2)c1-c1ccccc1 (centres undefined)	100	-80	100	12	1	18	104	0	101	101	99
19	CC(=O)Nc1sc2c(c1C(N)=O)CCCC2	101	-12	105	19	41	5	107	-37	105	105	105
20	O=C(Nc1ccccc1C(=O)N1CCCC1)c1ccccc1	100	1	102	26	8	12	110	-21	104	104	99
21	CSCCC(NC(=O)C1CCC(C)CC1)C(=O)NCc1ccco1 (centres undefined)	99	-39	97	12	16	-11	98	-10	101	97	97
22	CN(C)C(=O)CNC(=O)C1CCCCC1	100	-7	102	27	13	4	105	-2	101	102	101
23	Cc1cc(=O)oc2cc(OCC(=O)NCCc3nc4ccccc4[nH]3)ccc12	97	-40	101	7	8	18	103	7	100	101	103
24	Cc1ccc(C)c(OCC(=O)Nc2cccc(C(=O)O)c2)c1C	98	5	97	6	7	7	103	3	100	99	95
25	CC(C)(C)N(C(=O)Cn1nnc(-c2ccc(F)cc2)n1)C(C(=O)NC1CCCC1)c1ccncc1 (centres undefined)	98	-57	97	12	24	40	102	·	100	100	100
26	O=C(Nc1ccc(OC(F)(F)F)cc1)c1ccc(-n2cncn2)nc1	93	-30	100	11	9	-2	96	·	95	96	101
27	CCOC(=O)CSc1nnc(CNC(=O)c2ccc(OC)c(OC)c2)n1C	99	2	103	17	12	18	100	-8	102	103	99
28	Cc1cc(-c2ccccc2N)n[nH]1	99	-53	103	27	20	28	101	-6	104	104	98
29	O=c1cc(CSc2ccccn2)[nH]c(=O)[nH]1	97	-37	97	25	4	-8	101	-13	98	97	93
30	COC(=O)c1[nH]c2cc(OC)ccc2c1NC(=O)CCN1CCN(c2ccccc2)CC1	104	-5	104	15	8	25	108	-49	105	105	103
31	O=C1N(Nc2ccccc2)C(c2ccc(Br)cc2)C12CCCC2 (centres undefined)	97	-17	99	26	12	-3	101	15	100	99	98
32	COc1cc(-c2n[nH]c(=S)n2-c2ccc(C)cc2)cc(OC)c1OC	90	-13	88	10	11	46	93	21	91	92	92
33	COC(=O)c1cn(Nc2ncc(C(F)(F)F)cc2Cl)c(=O)c2ccccc12	101	-7	100	14	10	11	109	·	103	103	100
34	O=C(NCCc1c[nH]c2ccccc12)c1cc2ccccc2oc1=O	92	5	92	15	11	36	90	12	92	97	100
35	COCCCNc1ccnc2c(Cl)cccc12	96	-3	96	39	·	13	99	·	97	97	99
36	CCOc1ncccc1C(=O)Oc1ccc2c(c1)OCO2	97	-20	104	5	10	-12	106	12	102	102	107
37	O=C(COC(=O)/C=C/c1ccc(Cl)cc1Cl)Nc1ccc2c(c1)OCCO2	81	-1	90	16	10	-5	89	2	85	90	103
38	O=C(CN1CCOCC1)c1c[nH]c2ccccc12	98	-21	100	14	36	-15	100	·	102	101	100
39	CC(=O)N1CC=C2C(C#N)=C(N)C(C#N)(C#N)C(CCc3ccccc3)C2C1 (centres undefined)	99	-51	97	43	·	-9	107	29	101	101	103
40	CCOC(=O)c1sc2nc(C)nc(SCC(=O)NC3CCS(=O)(=O)C3)c2c1C (centres undefined)	95	-13	95	12	11	14	97	-4	95	93	95
41	CCOC(=O)C1CCN(C(=O)Nc2ccc3c(c2)nc(C)n3C)CC1	88	-6	86	33	17	·	85	-11	92	90	88
42	Cc1nc(C)c(-c2csc(Nc3cccc(O)c3)n2)s1	95	-33	97	10	13	28	92	-8	95	96	102
43	COc1ccc(CNC(=O)c2cc(SC)ccc2Cl)cc1OC	95	-37	93	19	8	3	94	·	95	94	98
44	CCOc1ccc(NS(=O)(=O)c2ccc(OC)c(NC(=O)c3ccc4c(c3)OCCO4)c2)cc1	100	-43	98	13	2	-15	101	·	98	100	101
45	C=CCN1CCN(C(c2ccc(Cl)cc2)c2nnnn2CCc2ccc(OC)c(OC)c2)CC1 (centres undefined)	101	-7	103	29	11	11	103	16	106	102	99
46	O=C(Nc1cccc(S(=O)(=O)N2CCCCC2)c1)c1cnccn1	94	-5	95	11	25	-12	98	6	96	96	95
47	CCn1cc(C(=O)NCc2ccccc2OC)c(=O)c2cc(S(=O)(=O)N(C)C)ccc21	97	4	100	19	7	19	100	·	102	99	101
48	O=C(NC(=S)Nc1ccc(N2CCCCC2)c(Cl)c1)c1ccc2c(c1)OCCO2	94	-54	97	3	15	4	96	-19	100	101	96
49	CCOC(=O)c1ccc(Oc2cc(C)nc(SC)n2)cc1	95	-28	96	7	9	-11	97	2	95	99	98
50	Cc1cc(=O)oc2ccc(OCC(=O)NCc3ccco3)cc12	104	-8	105	15	36	5	108	3	107	105	97
51	O=C(Cn1cnc2ccccc2c1=O)NCC(=O)N1CCN(Cc2ccc3c(c2)OCO3)CC1	100	-21	103	24	28	7	108	20	103	102	105
52	Cc1cc(C)c[n+](C2=C([O-])c3ccccc3C(=O)/C2=N\S(=O)(=O)c2cccs2)c1	98	-8	101	7	4	24	102	6	98	101	105
53	O=S(=O)(NCc1ccccn1)c1cccc2nsnc12	96	-12	96	44	7	-9	98	-6	100	98	96
54	N#CCC(=O)Nc1ccc(C(=O)OCC(=O)N(Cc2ccccc2)C2CCS(=O)(=O)C2)cc1 (centres undefined)	99	-5	100	15	13	19	99	-5	100	101	103
55	COc1cc(NC(=O)C(C)Oc2ccccc2)c(C(=O)O)cc1OC (centres undefined)	94	26	93	33	6	1	95	2	94	95	94
56	Cc1cc(CN(C)C(=O)c2cc(COc3ccc(F)cc3Cl)on2)n[nH]1	95	-5	100	9	10	4	97	-2	98	98	102
57	COc1ccc(CSc2nnnn2C)cc1[N+](=O)[O-]	100	1	99	22	4	-9	102	-25	101	100	98
58	O=C(NCCc1cccs1)C1CC(c2ccccc2[N+](=O)[O-])=NO1 (centres undefined)	96	-10	102	25	15	4	102	·	102	101	100
59	Cc1cc(C(=O)Oc2cccnc2)ccc1[N+](=O)[O-]	97	7	90	8	1	19	102	5	96	94	95
60	COCCNC(=S)N/N=C(\C)c1ccc2cc(OC)ccc2c1	98	-9	98	24	27	32	101	-22	101	97	96

# The list goes on:
cpd	compound	Rac1 mut GTP	Mcl1 Bid PPI	Rab2A wt mod	GSH bead fluor	Avidin fluor	Mcl1 Noxa PPI	Rac1 wt modul	Pf gamet viab	Cdc42 wt	HRas wt GTP	Rab7 wt modul
61	Clc1ccccc1CSc1nnc(-c2ccco2)c(-c2ccco2)n1	90	99*	88	50	5	109*	90	·	90	92	87
62	CC(=O)CC(c1ccccc1)S(=O)(=O)c1ccc(C)cc1 (centres undefined)	101	-19	98	13	9	22	101	·	101	99	100
63	CN(C)C(=O)c1cc(S(=O)(=O)N(C)C)c(Cl)cc1N1CCCC1	99	7	101	18	10	-13	103	·	102	105	103
64	CC1Cc2ccccc2N1S(=O)(=O)c1cccc(C(=O)NC2CC2)c1 (centres undefined)	104	-18	105	26	38	-8	114	·	109	105	104
65	CN(C)CCCNC(=O)c1ccccn1	102	-6	104	16	34	2	106	12	109	105	101
66	Cc1ccc(-n2ncc3c(SCC(=O)NNC(=O)c4ccco4)ncnc32)cc1	99	-33	101	12	11	7	101	-2	102	100	97
67	CCc1ccc2c(CN3CCN(S(=O)(=O)c4cccs4)CC3)cc(=O)oc2c1	100	-4	101	11	11	12	105	-26	101	102	104
68	CCSC1=C(C#N)C(c2cccc(OC)c2)CC(=O)N1 (centres undefined)	101	-14	102	13	9	8	106	·	102	101	99
69	COc1ccccc1N1C[C@@H]2C[C@@H](c3ccco3)N3CCC[C@@]23C1=O	100	-19	98	17	5	-4	105	-2	99	98	101
70	N#C/C(=C\c1ccc(O)c(O)c1)C(=O)N1CCCC1	94	-63	100	13	11	21	98	0	93	97	101
71	O=C(COC(=O)C1CC2C=CC1C2)Nc1ccccc1F (centres undefined)	97	-71	97	10	9	-4	99	-2	97	96	97
72	CCOC(=O)c1c(C)[nH]c(C(=O)CSc2ccc(Cl)cc2)c1C	94	-1	95	11	38	-9	96	-21	97	97	95
